Source: PubChem BioAssay
Wee1 stabilizer = Wee1 degradation inhibitors, primary screen, cell-based, HeLa, Wee1K328M-luciferase, luminescence. Wee1-like protein kinase (Homo sapiens), P30291. HeLa Luc-Wee1K328M stability; 100% = proteasome inhibitor MG132 effect. reporter increase, % at 5 µM. hit rate 1.2% among 220,000. AID 1321, 2008;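 active = activation above the mean of all tested compounds plus 3 SD, set per screening run, cut at about 8.8% in these data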;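 also: cells exposed to compound for 20 h before luminescence read; 0% = DMSO alone and 100% = MG132 at 30 µM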
NPY2 pot ag = NPY-Y2 potentiators or agonists, primary screen, cell-based; hit rate 0.45% among 220,000; activation, % at 3.6 µM; Neuropeptide Y receptor type 2 (Homo sapiens), P49146; cells expressing NPY-Y2, potentiator/agonist read-out; in the data active = activation above about 27%;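 also: cells stimulated with NPY near EC25 plus isoproterenol at EC100; 0% = vehicle plus submaximal agonist and 100% = vehicle plus saturating agonist; some results beyond the cut were filed as inactive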
Target sequence (P49146 whole entry, looked up): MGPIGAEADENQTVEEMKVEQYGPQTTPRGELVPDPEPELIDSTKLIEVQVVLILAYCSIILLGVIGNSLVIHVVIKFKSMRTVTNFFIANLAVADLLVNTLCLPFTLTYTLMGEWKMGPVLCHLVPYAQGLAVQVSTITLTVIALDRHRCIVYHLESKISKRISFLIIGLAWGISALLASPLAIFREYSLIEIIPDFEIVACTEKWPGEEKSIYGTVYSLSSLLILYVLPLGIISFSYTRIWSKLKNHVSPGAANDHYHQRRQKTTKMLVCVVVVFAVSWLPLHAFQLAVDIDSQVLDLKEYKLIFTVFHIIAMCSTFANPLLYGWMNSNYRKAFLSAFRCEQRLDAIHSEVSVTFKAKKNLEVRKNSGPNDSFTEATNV
PERK inhibitor = block of dimerizer-induced PERK translation repression, primary screen, PERK inhibitor project, CHO PERK-DD cells, SEAP luminescence, HTS; Eukaryotic translation initiation factor 2-alpha kinase 3 (Homo sapiens), Q9NZJ5; CHO PERK-DD fusion, SEAP luminescence translation reporter; inhibition, % at 5.6 µM; hit rate 0.17% among 220,000;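 active = inhibition above the mean inhibition of all tested compounds plus 3 SD, set separately per screening campaign, cut at about 2.9% in these data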;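 also: PERK kinase domain activated by AP20187 dimerizer at 100 nM; 0% = DMSO with dimerizer and 100% = rapamycin at 8.4 µM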
BaF3 tox = parental Ba/F3 cell viability inhibition, counter-screen for JAK2V617F inhibitor project, murine pro-B, CellTiter-Glo luminescence. CellTiter-Glo ATP luminescence. AID 1486, 2009. inhibition, % at 5.6 µM. hit rate 1.1% among 220,000;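 active = inhibition above a per-campaign cutoff, the mean inhibition of all tested compounds plus 3 SD, cut at about 27% in these data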;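 also: 0% = DMSO wells and 100% = JAK Inhibitor I control wells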
Mdm2 ligase inh = MDM2-luciferase reporter signal enhancers, primary screen, MDM2 E3 ligase inhibitor project, cell-based, luminescence, 1536-well. E3 ubiquitin-protein ligase Mdm2 (Homo sapiens), Q00987. signal enhancement, % at 5 µM. cell-based MDM2 ubiquitination luciferase reporter, 2 h; 0 = plate control, 100 = twice control, blank-subtracted. hit rate 0.11% among 210,000. AID 1230, 2008;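 active = signal enhancement of 30% or more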;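 also: luminescence tracks abundance of the self-degrading MDM2-luciferase fusion protein; higher signal means inhibition of MDM2 E3 ligase activity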
Target sequence (Q00987 whole entry, looked up, the tested form may be a part): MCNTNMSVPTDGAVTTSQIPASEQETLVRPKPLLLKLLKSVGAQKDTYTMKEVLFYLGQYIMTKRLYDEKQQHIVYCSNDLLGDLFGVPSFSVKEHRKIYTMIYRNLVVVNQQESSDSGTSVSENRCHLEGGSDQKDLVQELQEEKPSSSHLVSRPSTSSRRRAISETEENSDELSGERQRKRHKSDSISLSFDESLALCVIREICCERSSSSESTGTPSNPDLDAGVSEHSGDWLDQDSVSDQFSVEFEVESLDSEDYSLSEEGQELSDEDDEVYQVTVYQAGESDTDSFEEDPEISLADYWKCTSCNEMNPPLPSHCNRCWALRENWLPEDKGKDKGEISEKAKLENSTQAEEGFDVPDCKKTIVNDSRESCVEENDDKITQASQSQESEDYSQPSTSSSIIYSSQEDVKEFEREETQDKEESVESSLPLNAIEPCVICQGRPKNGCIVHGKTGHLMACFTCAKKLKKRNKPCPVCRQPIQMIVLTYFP
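Buffer or medium: Cells held in DMEM | Assay system: Stable mammalian line carrying autodegrading MDM2–luciferase fusion reporter | Quantity: 2000 cells/well | Times: 4 h settle plus 2 h compound, 37 °C | Doses: One concentration, 5 µM, with 0.2% DMSO | Technique: Luminescence with SteadyLite reagent, 15 min at room temperature | Benchmarks: Plate controls and plate blanks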
S1P4 antag = S1P4 receptor antagonists, primary screen, cell-based | S1P4-expressing cells, antagonist mode, reporter read-out | inhibition, % at 4.98 µM | hit rate 0.26% among 220,000 | AID 1510, 2009; in the data active = inhibition above about 29%;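 also: 0% = wells stimulated with agonist and 100% = vehicle wells without agonist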
eIF4E-4G inh = eIF4E–eIF4G protein interaction inhibitors, primary screen, biochemical, uHTS, TR-FRET, eIF4GI fragment | Eukaryotic translation initiation factor 4E (Mus musculus) + Eukaryotic translation … | TR-FRET eIF4E-eIF4GI(517-606) binding, 2 h | inhibition, % at 21.7 µM | hit rate 0.37% among 220,000;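 active = inhibition above about 30%, limit read from the data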;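 also: 0% = full FRET control wells and 100% = background wells lacking eIF4GI fragment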
S1P4 ag = S1P4 receptor agonists, primary screen, cell-based. Sphingosine 1-phosphate receptor 4 (Homo sapiens), O95977. activation, % at 4.98 µM. S1P4-expressing cell line, agonist reporter assay. hit rate 0.35% among 220,000; in the data active = activation above about 11%;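 also: 0% = DMSO vehicle and 100% = reference agonist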
Ba/F3 V617F tox = reduced viability of JAK2V617F-dependent Ba/F3 cells, primary screen, JAK2V617F inhibitor project, cell-based, Ba/F3 EpoR-JAK2V617F, luminescence; ATP luminescence; inhibition, % at 5.6 µM; hit rate 1.1% among 220,000; AID 1446, 2008;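 active = inhibition above the campaign mean plus 3 SD over all tested compounds, cut at about 24% in these data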;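 also: cytokine-independent growth of Ba/F3 cells driven by EpoR plus mutant JAK2; 0% = DMSO-treated cells and 100% = JAK inhibitor I control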
Numbers without * were called inactive; . = no result given; [ ] = another dose, or the depositor's remark.

Below each SMILES – Wee1 stabilizer | NPY2 pot ag | PERK inhibitor | BaF3 tox | Mdm2 ligase inh | S1P4 antag | eIF4E-4G inh | S1P4 ag | Ba/F3 V617F tox
[1] NS(=O)(=O)c1cccc(NC(=O)COC(=O)/C=C/c2ccco2)c1
 : 2 | 14 | 0.0 | 1 | 16 | 9 | -9 | 0.2 | -1
[2] COc1ccc(NC(=O)Nc2nc(C)cc(C)n2)c(OC)c1
 : 2 | -4 | -1.1 | 2 | -8 | -8 | -3 | 0.3 | -3
[3] N#C/C(=C(/O)C(Cl)(Cl)Cl)c1nc2ccccc2[nH]1
 : -1 | 1 | 0.5 | -1 | -10 | 11 | 6 | -0.3 | 1
[4] CCOC(=O)C1CCCN(Cc2cc(=O)oc3cc(C)c(C)cc23)C1 (centres undefined)
 : 0 | -31 | -0.1 | 82* | 1 | -3 | 1 | -1.4 | 2
[5] COc1ccc(-c2cc(CCCC(=O)NCc3ccccn3)no2)cc1
 : 3 | -10 | 1.4 | 8 | -12 | 4 | 2 | 1.4 | 0
[6] COc1cccc(NC(=O)CN(c2ccc3c(c2)OCO3)S(C)(=O)=O)c1
 : -2 | 9 | -0.1 | 4 | -14 | -13 | 3 | 0.8 | -2
[7] COc1cc(C(=O)Nc2nnc(C3CC3)s2)ccc1OCc1c(C)noc1C
 : -1 | 4 | 0.0 | 6 | -16 | -3 | -1 | 0.6 | -2
[8] CCS(=O)(=O)c1ccc(C(=O)NC2CC2)c(Cl)c1Cl
 : 11* | -7 | 0.9 | 8 | -11 | 8 | 2 | -0.9 | 3
[9] CSc1cccc(NC(=O)CSc2ccccc2)c1
 : -1 | -15 | 1.5 | 2 | 3 | -3 | 0 | -0.5 | 0
[10] S=c1nc(C23CC4CC(CC(C4)C2)C3)nc2sccn12
 : 1 | -5 | 0.0 | 0 | -9 | -18 | 0 | -0.6 | 1
[11] COc1cc(/C=N/NC(=O)CCn2c3ccccc3c3ccccc32)cc(OC)c1OC
 : 0 | 0 | 0.2 | 6 | -8 | -4 | 5 | -0.1 | 3
[12] CC1CCN(CC(=O)N2c3ccccc3CCc3ccccc32)CC1
 : -1 | -9 | -1.3 | 4 | . | -22 | 8 | 2.4 | 1
[13] O=C(Nc1nnc(-c2ccccc2F)s1)Nc1ccccc1F
 : 2 | -8 | 0.3 | 5 | -7 | 0 | -2 | 1.4 | 0
[14] CC(C)C(OC(=O)c1cccc(S(=O)(=O)NCC(F)(F)F)c1)C(=O)NC(N)=O (centres undefined)
 : 0 | 2 | -0.1 | 9 | -3 | -10 | 2 | 1.4 | 5
[15] Cc1ccc(N=C(NOCc2ccc(Cl)cc2Cl)c2nonc2N)c(C)c1
 : 0 | -22 | 1.0 | 5 | 2 | -7 | -2 | 2.9 | -3
[16] Cn1c2ccccc2c2cnn(CC(=O)Nc3ccccc3Br)c(=O)c21
 : 1 | -26 | 0.4 | 3 | -13 | 3 | 7 | 0.4 | 3
[17] COc1ccc(C(=O)NCC2(c3ccccc3)CCOCC2)cc1[N+](=O)[O-]
 : -3 | -8 | -0.8 | 8 | 3 | -17 | -2 | 1.7 | 2
[18] CC1(C(=O)Nc2nnc(SCc3ccccc3)s2)Cc2ccccc2C(=O)O1 (centres undefined)
 : -2 | -19 | -0.2 | 5 | -20 | -9 | -13[fluorescence artefact?] | 3.1 | 1
[19] CC(=O)Nc1cccc(OCC(=O)NS(=O)(=O)c2ccc(Cl)cc2)c1
 : -1 | 10 | 1.3 | 0 | -2 | -9 | 5[fluorescence artefact?] | -1.8 | -5
[20] O=C(O)c1ccc(N/N=C/C2=Cc3ccccc3OC2)cc1
 : 3 | 18 | 1.4 | -1 | -17 | 2 | -3 | 1.0 | -2
[21] CSc1nsc(SCC(=O)Nc2c(C)n(C)n(-c3ccccc3)c2=O)n1
 : 1 | -4 | -0.1 | -2 | -10 | -15 | 1 | 0.9 | 0
[22] COCCCNC(=S)N(Cc1cccnc1)Cc1ccc(OC)c(OC)c1
 : 2 | -1 | -0.2 | 0 | -11 | -1 | 2[fluorescence artefact?] | -1.1 | -6
[23] Cc1cc(C)c(S(=O)(=O)Nc2ccc(O)cc2)cc1C
 : 0 | 0 | 0.2 | 8 | 16 | -11 | 7 | -0.3 | 2
[24] O=C1OC2(CCCCC2)OC(=O)C1=CNc1nccs1
 : -3 | 11 | 0.5 | 1 | -11 | -15 | 0 | 0.3 | -4
[25] COc1ccc(CN2CCN(CCCc3ccccc3)CC2)c(OC)c1
 : 2 | -28 | -1.0 | 2 | -4 | -10 | -2 | -3.3 | 7
[26] Cc1ccc(NC(=O)CN2C(=O)N/C(=C/c3cc(C)n(-c4ccc(C(=O)O)cc4)c3C)C2=O)cc1
 : 1 | 5 | 1.1 | 2 | -7 | 3 | 27 | 0.1 | 1
[27] COc1ccc(CC(=O)N2CCN(C(=O)Cc3ccc(OC)cc3)CC2)cc1
 : 1 | 20 | 0.1 | 2 | -4 | -10 | 1 | -4.2 | -3
[28] CCC(=O)NC(Nc1sc2c(c1C(=O)OC)CCCC2)(C(F)(F)F)C(F)(F)F
 : -1 | -9 | 0.6 | 9 | 0 | -4 | -12 | 0.1 | 0
[29] CC1Oc2ccccc2C=C1/C=N/NC(=O)[C@@H](C)NC(=O)OC(C)(C)C (some centres undefined)
 : 0 | -4 | 0.3 | 1 | -8 | -5 | -1 | 0.6 | -2
[30] CC(C)C(NC(=O)CNC(=O)OC(C)(C)C)C(=O)NCc1ccccc1 (centres undefined)
 : 2 | -1 | 0.0 | 6 | -9 | -8 | 1[fluorescence artefact?] | 0.9 | 4
[31] O=C(/C=C/c1ccco1)Nc1sc2c(c1C(=O)O)CCC2
 : -1 | -2 | 1.2 | 0 | 3 | -16 | 0[fluorescence artefact?] | -0.5 | -5
[32] Cc1onc(-c2ccccc2Cl)c1C(=O)Nc1nnc(-c2ccc(Cl)cc2Cl)s1
 : -2 | -3 | 0.9 | 2 | -6 | -12 | 2 | -0.1 | -6
[33] Cc1[nH]n(-c2ccc([N+](=O)[O-])cc2)c(=O)c1/C=N/N1CCOCC1
 : 3 | 13 | 0.5 | 14 | 1 | -9 | 6 | 4.5 | 8
[34] CC(=O)c1ccc(NC(=S)N2CCCC(C(F)(F)F)C2)cc1 (centres undefined)
 : 3 | 0 | 0.8 | 6 | -11 | -6 | 3 | 1.4 | 4
[35] O=c1cc(CSc2ccc(Cl)cc2)nc(-c2ccncc2)[nH]1
 : -4 | 4 | 1.4 | 3 | 3 | 1 | 5 | 1.5 | -1
[36] O=C(C1CCCCC1)N1CCN(C(=O)C2CCCCC2)CC1
 : -3 | 5 | 0.0 | 4 | -18 | -4 | -7 | -0.3 | -1
[37] Fc1cc(F)cc(NC(=S)N2CCN(c3ncccn3)CC2)c1
 : 0 | 4 | 0.9 | 27* | -13 | 0 | -2 | 0.1 | 36*
[38] CCc1cc(C(=O)OC)c(NC(=O)CC2Sc3ccc(C(F)(F)F)cc3NC2=O)s1 (centres undefined)
 : -2 | 10 | 0.4 | 6 | -20 | -11 | -7 | 0.5 | -5
[39] O=C(O)CSc1ncnc2nc[nH]c12
 : 0 | -4 | 0.3 | 7 | -12 | 12 | -1 | 2.0 | 1
[40] COc1cccc(-c2noc(Cn3nc(C)c([N+](=O)[O-])c3C)n2)c1
 : -2 | 4 | -1.1 | 5 | -24 | -14 | 1 | -0.1 | 3
[41] Cc1ccccc1OCC(=O)OC(C)CN1CCN(C)CC1 (centres undefined)
 : -1 | 4 | 0.8 | 3 | -20 | -24 | -5 | -0.3 | -4
[42] O=C(c1ccc(Br)cc1)N1CCCC1
 : 0 | -13 | 0.6 | 9 | -16 | -15 | 5 | -1.3 | 0
[43] COc1ccccc1N1C(=O)CC1(C#N)c1ccc(OCc2ccccc2)cc1 (centres undefined)
 : 2 | -6 | 0.5 | 6 | 5 | -17 | -1[fluorescence artefact?] | -1.6 | -4
[44] O=C(CCN1C(=O)c2ccccc2C1=O)NCc1ccncc1
 : 0 | 15 | -0.6 | -2 | -6 | -12 | -3 | -1.4 | -3
[45] Cn1cnc(Sc2ncnc3nc[nH]c23)c1[N+](=O)[O-]
 : -4 | -2 | 0.9 | 36* | . | 9 | 5 | -1.0 | 59*
[46] Brc1ccc(-c2nc(N/N=C/c3cccnc3)c3ccccc3n2)cc1
 : 3 | -18 | -1.1 | 0 | -11 | -7 | -44 | 0.7 | -6
[47] CCn1cc(C(=O)NCC2COc3ccccc3O2)c2cc(OC)c(OC)cc2c1=O (centres undefined)
 : -1 | -15 | -1.0 | 5 | -3 | -45 | 10 | 2.1 | 3
[48] Cc1cccc(C)c1-n1cccc1/C=C1/C(=N)N2C(=NC1=O)SN=C2S(C)(=O)=O
 : 5 | -12 | -0.4 | 2 | -19 | 7 | 3 | 0.7 | 4
[49] CCOC(=O)Cn1c(CN(Cc2ccccc2)Cc2ccccc2)nc2c1c(=O)n(C)c(=O)n2C
 : -1 | 0 | -0.1 | 1 | -16 | -10 | -3 | -2.4 | 0
[50] Cc1cn(CC2COC(C)(C)O2)c(=O)[nH]c1=O (centres undefined)
 : -2 | 6 | 0.1 | 2 | 5 | -11 | 6 | -2.2 | 1
[51] COc1ccc(/C=N/n2c(SC)nnc2-c2ccccc2)cc1C
 : 2 | -25 | -0.6 | 8 | -6 | 8 | 0 | -1.4 | 7
[52] COc1cc(Cl)c(C)cc1NC(=O)CSC
 : -4 | -3 | 0.5 | -1 | -10 | -26 | -5 | -1.0 | -3
[53] CN(C)c1c([N+](=O)[O-])cc2[nH]c(=O)[nH]c2c1[N+](=O)[O-]
 : 1 | 4 | -0.4 | 5 | -12 | -1 | 0[fluorescence artefact?] | -3.5 | 0
[54] O=c1nc2ccccc2c2n1CC(CN1CCN(c3cccc(Cl)c3)CC1)N2 (centres undefined)
 : -1 | 16 | 0.3 | 4 | -12 | -12 | 1[fluorescence artefact?] | -2.6 | -3
[55] O=C(c1ccco1)N1CCN(Cc2cccnc2)CC1
 : 1 | 1 | 2.6 | -1 | -3 | 3 | 3 | -1.0 | -2
[56] N/C(=N\OC(=O)c1ccccc1)c1ccccn1
 : -2 | -3 | 0.4 | 12 | -85 | -30 | -2 | 0.9 | 7
[57] COc1ccc(NC(=O)CCC2CCCC2)cc1OC
 : 2 | 7 | 0.1 | 2 | -20 | -4 | -9 | 2.3 | 0
[58] Cc1nn(-c2ccccc2)c(/N=C/c2ccc(O)cc2)c1-c1ccccc1
 : 2 | 7 | 1.3 | 3 | -3 | -10 | 3 | -0.3 | -5
